Source: PubChem (National Center for Advancing Translational Sciences (NCATS))
TDP1 cell CPT – growth inhibition of DT40 Tdp1-/-;hTDP1 cells with camptothecin (screen for TDP1 inhibitors); chicken DT40 Tdp1-/-;hTDP1 cells + 20 nM CPT, ATP luminescence, 48 h; Potency, µM (series often up to 46.2 µM), for the others: at the highest dose activity change, negative = growth inhibition, usual class: inhibitors; actives 12% (n = 420,000); also: nearly all actives have a fitted effect of over 55% in size
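Chicken DT40 Tdp1-/- cells complemented with human TDP1, 400 cells/well, exposed to compounds plus 20 nM camptothecin for at least 48 h at 37 C; viability read as ATP content by CellTiter-Glo luminescence.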
GCN5L2 inh – inhibitors of human GCN5L2 histone acetyltransferase. actives 0.21% (n = 390,000). Potency, µM (highest dose often 58.9 µM), for the others: top-dose activity change, negative = inhibition, most hits filed as inhibitors. GCN5L2 HAT assay, ThioGlo1 CoA-SH fluorescence. Q92830
Target sequence (Q92830 whole entry, looked up): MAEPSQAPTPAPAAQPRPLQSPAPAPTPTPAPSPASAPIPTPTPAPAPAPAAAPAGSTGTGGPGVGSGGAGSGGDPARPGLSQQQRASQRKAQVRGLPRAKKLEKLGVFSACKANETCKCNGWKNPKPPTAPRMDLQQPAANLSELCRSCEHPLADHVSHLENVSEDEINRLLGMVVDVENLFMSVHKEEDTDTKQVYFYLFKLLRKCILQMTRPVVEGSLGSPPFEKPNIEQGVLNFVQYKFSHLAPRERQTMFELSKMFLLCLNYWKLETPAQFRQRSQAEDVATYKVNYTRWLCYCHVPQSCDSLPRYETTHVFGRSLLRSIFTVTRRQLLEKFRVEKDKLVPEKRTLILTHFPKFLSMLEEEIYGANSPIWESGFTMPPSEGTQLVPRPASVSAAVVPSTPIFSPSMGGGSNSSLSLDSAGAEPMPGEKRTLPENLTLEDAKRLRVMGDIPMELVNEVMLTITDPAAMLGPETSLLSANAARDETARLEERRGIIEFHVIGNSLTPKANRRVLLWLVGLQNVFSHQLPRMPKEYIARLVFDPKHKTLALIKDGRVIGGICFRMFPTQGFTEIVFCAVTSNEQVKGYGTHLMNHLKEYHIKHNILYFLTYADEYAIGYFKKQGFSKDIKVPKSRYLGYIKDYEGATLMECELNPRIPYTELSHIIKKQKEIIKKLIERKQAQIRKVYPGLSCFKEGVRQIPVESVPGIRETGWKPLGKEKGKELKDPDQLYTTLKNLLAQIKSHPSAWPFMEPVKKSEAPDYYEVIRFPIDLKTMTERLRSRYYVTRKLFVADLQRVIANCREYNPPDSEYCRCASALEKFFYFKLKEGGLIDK
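GCN5L2 (20nM final) in 50mM HEPES, 0.1mM EDTA pH 7.5, 0.01% Tween-20 was preincubated 15 min at room temperature with compound, then given ThioGlo1 (50uM), H3(1-25) peptide (75uM) and acetyl-CoA (70uM); CoA-thiol fluorescence (Ex340/Em540) was read at 0 and 20 min.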
TDP1 cell noCPT – qHTS for Inhibitors of human tyrosyl-DNA phosphodiesterase 1 (TDP1): qHTS in cells in absence of CPT; actives 15% (n = 420,000); Potency, µM (series often up to 46.2 µM), inactives show at the top dose activity change, negative = growth inhibition, actives largely listed as inhibitors; AID 686978, 2013; DT40 Tdp1-/- hTDP1 cells, no CPT, ATP luminescence, 48 h; also: nearly all actives have a fitted effect of over 55% in size
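Cells were dispensed at 400 per well, compounds added by pin tool, plates incubated ≥48 hr at 37 °C, then CellTiter-Glo added for 30 min at room temperature before luminescence reading. Line: DT40 Tdp1-/- complemented with hTDP1; camptothecin omitted.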
* marks the source's active call; other numbers are inactive results; ? = inconclusive; . = no result given; & = joins results of further samples. Calls follow the shape of the dose curve; as a rule, active = well fitted curve in the direction sought with a large enough effect; inconclusive = small, poorly fitted or top-dose-only effect, or another doubt; inactive = no such curve, though single readings can be large; an effect the other way counts as inactive or inconclusive. % is scaled to controls: 0 for no effect and ±100 for the full control effect; potency is read from the fitted curve at half-maximal effect.

Each structure is followed by: TDP1 cell CPT | TDP1 cell noCPT | GCN5L2 inh
- COc1cc(-c2cc(-c3ccc(O)cc3)nc(N)c2C#N)ccc1O
  -96% | ? | 7%
- CCOC(=O)C(Oc1ccc2c(-c3ccc(OC)cc3)cc(=O)oc2c1C)c1ccccc1 (centres undefined)
  16µM* | ? | -3%
- O=S(=O)(Nc1ncccn1)c1ccccc1
  ? | 16µM* | -5%
- COC(=O)c1ccc2nc(-c3ccc(C)cc3)c(Cc3ccsc3)n2c1
  18µM* | 21µM* | .
- Cc1cc(S(=O)(=O)NCC(c2ccc(F)cc2)N2CCN(C)CC2)ccc1F (centres undefined)
  ? | ? | -4%
- Cc1nc(SCC(=O)Nc2ccccc2Cl)oc1C
  -15% | -5% | -2%
- COc1ccc(-c2nnn3c2nc(NCCc2ccc(OC)c(OC)c2)c2ccccc23)cc1
  8.2µM* | 9.2µM* | -9%
- CC(=O)c1cc(CN2CCC(n3nccc3NC(=O)c3ccccc3)CC2)cs1
  1% | -7% | -2%
- CN(C)C(=O)COc1ncnc2scc(-c3ccc(F)cc3)c12
  3% | -27% | -11%
- COc1ccc(OCCCC(=O)OCC(=O)Nc2nnc(-c3ccccc3)o2)cc1
  -14% | ? | -6%
- O=C(NCC(c1ccco1)N1CCOCC1)c1ccc(C(F)(F)F)cc1 (centres undefined)
  -4% | 4% | -7%
- CC(=O)c1sc(NC(=O)CCS(=O)(=O)c2ccc(F)cc2)nc1C
  2.6µM* | 2.9µM* | .
- CC(C)c1nc(=S)n(-c2ccccc2)[nH]1
  8% | 3% | -2%
- CCc1nc2ccc(C(=O)N(C)Cc3ccco3)cn2c1N(C)C(=O)Cc1ccccc1
  -1% | -17% | .
- COc1ccc(CC(=O)Oc2ccc(F)cc2)cc1
  -4% | 3% | 2%
- COc1ccc(CN2C(=O)c3c(c(C)n(C)c3C)C2C(=O)NC2CCC(C)CC2)cc1 (centres undefined)
  -24% | -21% | -1%
- COc1ccc(C(=O)c2cn(Cc3ccccc3OC)c3cc4c(cc3c2=O)OCO4)cc1
  ? | ? | -2%
- Cc1cccc(C)c1NC(=O)NC1CCc2ccccc21 (centres undefined)
  23% | 1% | -16%
- Cc1cccc(Nc2nnc(SCC(=O)NC(=O)Nc3ccc4c(c3)OCCO4)s2)c1
  ? | ? | 0%
- O=[N+]([O-])c1ccc(OCC(O)CN(C2CCCCC2)C2CCCCC2)cc1 (centres undefined)
  ? | ? | 0%

Laid out differently: results already given
| Structure | TDP1 cell CPT | TDP1 cell noCPT | GCN5L2 inh |
| --- | --- | --- | --- |
| CC(=O)c1sc(NC(=O)CCS(=O)(=O)c2ccc(F)cc2)nc1C | 2.6µM* | 2.9µM* | . |
| CC(C)c1nc(=S)n(-c2ccccc2)[nH]1 | 8% | 3% | -2% |

Remaining list, next part:
Each structure is followed by: TDP1 cell CPT | TDP1 cell noCPT | GCN5L2 inh
- C#CCN1C=C(C(=O)OCC)C(C)NS1(=O)=O (centres undefined)
  3% | 6% | 1%
- Cc1ccccc1Cn1cc(NC(=O)COc2ccccc2)cn1
  ? | -19% | -1%
- COC(=O)c1cccc(-n2[nH]nnc2=S)c1
  -28% | -16% | ?
- Nc1cc(S(=O)(=O)N2CCCCC2)ccc1Oc1ccccc1
  ? | 10µM* | -9%
- Cc1ccc2c(c1)N(C(C)C(=O)NCc1ccc3c(c1)OCO3)C(=O)CO2 (centres undefined)
  -4% | 20% | -5%
- CNS(=O)(=O)c1cn(CC(=O)Nc2cccc(OC)c2)cc1S(=O)(=O)NC
  -2% | 2% | 0%
- CC[C@H]1OC(=O)[C@H](C)[C@@H](O[C@H]2C[C@@](C)(OC)[C@@H](O)[C@H](C)O2)[C@H](C)[C@@H](O[C@@H]2O[C@H](C)C[C@H](N(C)C)[C@H]2O)[C@](C)(O)C[C@@H](C)C(=O)[C@H](C)[C@@H](O)[C@]1(C)O
  -26%&7%&11% | -7%&-8%&-18% | -24%
- COC/C=C/C1=CC2=CC(=O)C(C)(OC(=O)c3cnc4ccccc4n3)C(=O)C2=CN1c1ccc(OC)cc1 (centres undefined)
  ? | ? | .
- CC(=O)C1=C(O)C(=O)N(Cc2ccccc2)C1c1ccccc1F (centres undefined)
  -27% | ? | -2%
- CC(=O)c1ccc(NC(=O)N2CCN(c3cccc(Cl)c3)CC2)cc1
  12µM* | 12µM* | -18%
- Cc1cc(C)n(CCCN2C(=O)c3cccc4cccc(c34)C2=O)n1
  11% | ? | -13%
- CCCCSc1nc2sc3c(c2c(=O)n1-c1ccc(C)cc1)CCN(C)C3
  16µM* | 15µM* | -4%
- CN1CCN(C2=C(Cl)C(=O)N(c3ccc(Cl)c(Cl)c3)C2=O)CC1
  29µM* | ? | -13%
- COc1cc(NC(=O)c2ccc(-c3cnn(C)c3)c3ccoc23)cc(OC)c1OC
  ? | ? | .
- CCOc1ccc2oc(C(=O)N(CC)CC(=O)Nc3c(F)cccc3F)c(C)c2c1
  -15% | ? | -25%
- COc1ccc(-c2nc3c(c(SCC(=O)Nc4ccccc4F)n2)Cc2cc(C)ccc2O3)cc1
  0% | -9% | 1%
- CN1CCCN(C(=O)c2cc(=O)[nH]c3ccccc23)c2nc3ccccc3nc21
  -25% | -14% | -4%
- O=C(CSc1nnc(CNC(=O)c2c(F)cccc2F)o1)Nc1ccc2c(c1)OCO2
  -3% | -3% | 0%
- COc1ccccc1CNc1nc(NCc2ccc(NC(C)=O)cc2)c2sccc2n1
  ? | -29% | .
- CCOc1ccc(C(=O)NCC(=O)OCC(=O)Nc2nnc(-c3ccccc3)o2)cc1
  -19% | 15% | 0%
- C=C1CSc2nc(=O)c3c(C)c(C)sc3n21
  0% | -1% | -13%
- COc1cc(-c2cc3nc(NCCc4ccncc4)ccn3n2)cc(OC)c1OC
  18µM* | 18µM* | .
- Cc1ccc(-n2nc(C)c3c(C)c(CCC(=O)O)c(C)nc32)cc1
  9% | 5% | -7%
- N#Cc1c(N2CCOCC2)nsc1-c1ccccc1
  -2% | -15% | 0%
- Cc1cc(Nc2ccccc2C(=O)O)nc2nc3ccccc3c(=O)n12
  ? | -4% | -14%
- COc1ccc(S(=O)(=O)N2CCN(CC(=O)c3[nH]c(C)c(C(C)=O)c3C)CC2)cc1OC
  -5% | ? | 3%
- CN(c1ccccc1C(N)=O)S(=O)(=O)c1ccccc1
  3% | -14% | 2%
- CCCCc1c(C)nc2cc(-c3ccco3)[nH]n2c1=O
  -1% | ? | -1%
- O=C(O)c1cc([N+](=O)[O-])ccc1N1CCC(Cc2ccccc2)CC1
  ? | 2% | 1%
- CCCOc1ccc(CNC(=O)Cc2cccs2)cc1
  -6% | 2% | 1%
- O=C(O)CCCC(=O)Nc1ccc(-n2ccc(C(F)(F)F)n2)cc1
  3% | 1% | -2%
- Clc1ccc(-c2nnc(C3CCCCC3)o2)cc1
  -18% | -28% | -2%
- O=S(=O)(c1cccc(C(F)(F)F)c1)N1CCC(O)(c2cccnc2)CC1
  -8% | -1% | -1%
- Cc1cc(NC(=O)CN2CCCCC2C)no1 (centres undefined)
  -10% | -5% | -2%
- CC(C)CNC(=O)C1(C)CCCCCN1C(=O)c1csnn1 (centres undefined)
  -17% | 5% | .
- CC(=O)N(CN1C(=O)c2ccccc2C1=O)c1cccc(C)c1
  -32% | -8% | 0%
- Cn1c(SCC(=O)NC2CCCCC2)nnc1-c1ccccn1
  -4% | 9% | 2%
- CC1CCN(S(=O)(=O)c2ccc3c(ccc(=O)n3CC(=O)NCc3ccccc3)c2)CC1
  -29% | ? | -3%
- CCC(CC)Nc1ccc(C(CC(N)=O)NC(=O)Cc2ccc(Br)cc2)cc1[N+](=O)[O-] (centres undefined)
  ? | ? | 16%
- CC(=O)c1cc(C#N)c(N(C)Cc2ccccc2)nc1C
  -10% | -25% | -1%

Full records, looked up by structure:
COc1cc(-c2cc3nc(NCCc4ccncc4)ccn3n2)cc(OC)c1OC is listed as TDP1 cell CPT: 18µM*; TDP1 cell noCPT: 18µM*; GCN5L2 inh: .
Cc1cc(Nc2ccccc2C(=O)O)nc2nc3ccccc3c(=O)n12 is listed as TDP1 cell CPT: ?; TDP1 cell noCPT: -4%; GCN5L2 inh: -14%

Going on with the list:
Each structure is followed by: TDP1 cell CPT | TDP1 cell noCPT | GCN5L2 inh
- COc1ccccc1CCNC(=O)C(=O)NCC1OCCN1S(=O)(=O)c1cc(F)ccc1F (centres undefined)
  -5% | -13% | 1%
- Cc1ccc(C(c2nnnn2C2CCCC2)N2CCN(c3nc4ccccc4s3)CC2)cc1 (centres undefined)
  ? | ? | .
- COc1cc(C(=O)NNC(=O)CCOc2ccccc2)cc(OC)c1OC
  -28% | -33% | -5%
- Cc1sc2ncnc(SCC(=O)NC3CCCC3)c2c1C
  -17% | ? | -3%
- CC(Sc1nc(-c2ccc(F)cc2)cs1)C(=O)Nc1ccc(Cl)cn1 (centres undefined)
  6% | -10% | -5%
- CCc1cc(/C=C/c2ccnc3ccccc23)ccc1N(C)C
  5µM* | 2.8µM* | .
- Oc1c(C(c2ccccc2F)N2CCCC2)sc2nc(-c3ccco3)nn12 (centres undefined)
  3% | -1% | -13%
- CCC(C)c1ccc(NC(=S)N2CCN(S(C)(=O)=O)CC2)cc1 (centres undefined)
  -7% | 14% | -2%
- CCc1ccc(OCC2Cn3c(nc4c3c(=O)[nH]c(=O)n4C)O2)cc1 (centres undefined)
  ? | 26µM* | 2%
- O=C(/C=C/c1cccs1)NCc1ccc2c(c1)OCO2
  1% | 13% | -1%
- CCN1CCN(c2ccc(NC(=O)c3ccc(F)cc3)cc2Cl)CC1
  8% | 21% | -2%
- COc1ccc(CNC(=O)C[C@H]2C(=O)N(C3CCCCC3)C[C@@H]2Cc2ccccc2)cc1
  ? | -25% | -3%
- CCOC(=O)c1c(CNc2ccncc2)n(C)c2cc(Br)c(O)cc12
  ? | ? | -3%
- COc1ccc(NC(=O)Cn2c(=O)ccc3cc(S(=O)(=O)N4CCCC4)ccc32)cc1Cl
  16µM* | 13µM* | -1%
- COc1cc(/C=N/NC(=O)c2ccncc2)ccc1OC(=O)c1cccc(Br)c1
  -18% | ? | -16%
- COc1ccc(NS(=O)(=O)c2ccc(O)c(NS(=O)(=O)c3ccc(NC(C)=O)cc3)c2)cc1
  -15% | 24% | -2%
- Cc1nc2sccn2c(=O)c1Cl
  -14% | -11% | 2%
- COc1ccc(NC(=O)COc2cccc(-n3cnnn3)c2)cc1Cl
  ? | -5% | -9%
- CC(C)CN(CCC(=O)O)CC(C)C
  -12% | 2% | 2%
- CCC(C)SCC(=O)Nc1ccc(S(=O)(=O)N2CCOCC2)cc1OC (centres undefined)
  -2% | -20% | -4%
- COc1ccc(N(CC(=O)NC(C)C)S(=O)(=O)c2ccc(NC(C)=O)cc2)cc1
  6% | -3% | -2%
- COc1ccc(C(C)=NNS(=O)(=O)c2ccc(C)cc2)cc1OC
  -20% | ? | .
- Cc1ccc(NC(=O)c2cc(S(=O)(=O)NCCc3ccccc3)ccc2F)cc1Cl
  ? | ? | -2%
- Clc1cccc(OCCN2CCN(CCOc3cccc(Cl)c3)CC2)c1
  2.9µM* | 2.3µM* | -8%
- CCCS(=O)(=O)NC(=O)C1(C)CCCN(C(=O)c2ccnc(Cl)c2)C1 (centres undefined)
  -8% | -7% | .
- CCNC(=O)CCSc1nc(C)cc(C)n1
  1% | 27% | -3%
- O=c1c(S(=O)(=O)c2ccc(Cl)cc2)cn(Cc2ccccc2)c2ccc(F)cc12
  ? | ? | -5%
- Cc1noc(C)c1COC(=O)CCC(=O)c1ccc(F)cc1
  -2% | -4% | -3%
- C/C(=N\NC(=O)C(=O)Nc1cccc(Cl)c1)c1ccncc1
  12µM* | 7.3µM* | 1%
- O=C(COCc1cc(-c2ccc3c(c2)OCO3)on1)NCc1ccc(F)cc1
  ? | -21% | -5%
- Nc1ccn(Cc2ccccc2F)n1
  8% | 6% | -12%
- NS(=O)(=O)c1ccc(CCNC(=O)C2CCCN2C(=O)c2cccs2)cc1 (centres undefined)
  5% | 5% | .
- O=c1[nH]cc(-c2ccc(Br)cc2)n1Cc1ccccc1
  ? | ? | -11%
- O=C(Nc1ccccn1)C(=O)Nc1ccccn1
  -4% | -13% | -4%
- O=C(Nn1c(Cc2ccccc2)nc2ccccc2c1=O)c1c(O)c2cccc3c2n(c1=O)CCC3
  ? | ? | 25%
- NC(=O)CN(N=Nc1cccc([N+](=O)[O-])c1)c1cccc([N+](=O)[O-])c1
  ? | ? | 1%
- COc1ccc(S(=O)(=O)N2CCOCC2)cc1C(=O)Nc1cccc(C(=O)NC2CC2)c1
  -13% | ? | .

This is a subset, so the mix of outcomes need not match the whole.
